# ROMK primary: modulators of human ROMK potassium channel | B-score at 10 µM | Tet-inducible ROMK, thallium flux fluorescence; actives lie on both sides | hit rate 2% among 130,000 | P48048;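 active = signal ratio slope over the read window, or its plate-corrected B-score, at least 3 SD from the plate mean, either direction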;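 also: B-score of the F/F0 ratio slope over 7 to 12 s after thallium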
# PPARg SRC3 recr: promotes SRC-3 coactivator recruitment by human PPARgamma | P37231 | biochemical PPARgamma/SRC-3 coactivator recruitment assay | activation, % at 8 µM | hit rate 0.26% among 200,000 | AID 731; in the data active = activation above about 23%;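 also: 0% = DMSO and 100% = reference agonist; some compounds past the cut are filed as inactive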
# TR-FRET SRC-2 ct: flags TR-FRET format artefacts in PPARgamma SRC-2 recruitment agonist screen. TR-FRET artefact counter-screen; hits give high values. TR-FRET ratio at 8 µM. hit rate 0.4% among 200,000. AID 1049; in the data active = TR-FRET ratio above about 2000; also: inactives centre near 1500
# L major viab: Leishmania major promastigote growth inhibition | hit rate 9% among 200,000 | AID 1063 | inhibition, % at 10 µM | Leishmania major promastigotes, resazurin fluorescence viability; in the data active = inhibition above about 50%;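 also: promastigotes grown with compound for 44 hours at 28 °C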
# bIAP act: intestinal alkaline phosphatase (bovine) activation | purified bovine IAP, CDP-star luminescence, 30 min; hits give high values; fold of DMSO-control signal, blank-subtracted | activation factor at 20 µM | hit rate 0.17% among 200,000;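 active = activation factor of 2 or more at 20 µM, a signal rise over negative controls twice the positive control's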
# TLR4 MyD88 comp: blocks binding of human TLR4 to MyD88. O00206+Q99836. HeLa CL3-4 TLR4/MyD88 BLA complementation, FRET ratio. inhibition, % at 8.4 µM. hit rate 0.18% among 200,000; in the data active = inhibition above about 25%;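 also: 0% = vehicle and 100% = reference inhibitor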
# Target sequence (O00206 whole entry, looked up): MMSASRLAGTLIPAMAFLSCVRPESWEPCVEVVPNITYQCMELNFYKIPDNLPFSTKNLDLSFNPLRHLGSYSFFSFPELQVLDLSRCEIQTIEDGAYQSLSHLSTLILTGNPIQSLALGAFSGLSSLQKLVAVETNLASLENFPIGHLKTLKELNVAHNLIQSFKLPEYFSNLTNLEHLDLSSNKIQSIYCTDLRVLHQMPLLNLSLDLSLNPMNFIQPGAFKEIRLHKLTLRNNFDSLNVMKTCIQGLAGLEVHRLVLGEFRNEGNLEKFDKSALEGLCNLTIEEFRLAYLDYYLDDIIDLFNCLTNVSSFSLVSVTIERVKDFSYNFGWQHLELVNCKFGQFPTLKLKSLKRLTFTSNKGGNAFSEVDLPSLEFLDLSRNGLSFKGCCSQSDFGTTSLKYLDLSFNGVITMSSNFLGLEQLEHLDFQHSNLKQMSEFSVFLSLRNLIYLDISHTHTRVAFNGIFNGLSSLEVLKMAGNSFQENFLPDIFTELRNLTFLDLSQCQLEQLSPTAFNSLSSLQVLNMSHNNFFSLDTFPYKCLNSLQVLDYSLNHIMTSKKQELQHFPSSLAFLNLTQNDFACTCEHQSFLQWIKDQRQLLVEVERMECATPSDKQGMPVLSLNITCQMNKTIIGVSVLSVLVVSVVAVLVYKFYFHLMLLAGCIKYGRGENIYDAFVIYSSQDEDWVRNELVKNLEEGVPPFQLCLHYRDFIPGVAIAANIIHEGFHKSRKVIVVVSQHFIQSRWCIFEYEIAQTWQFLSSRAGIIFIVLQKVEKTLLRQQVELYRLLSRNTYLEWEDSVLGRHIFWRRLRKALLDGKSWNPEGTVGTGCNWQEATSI
# Target sequence (Q99836 whole entry, looked up): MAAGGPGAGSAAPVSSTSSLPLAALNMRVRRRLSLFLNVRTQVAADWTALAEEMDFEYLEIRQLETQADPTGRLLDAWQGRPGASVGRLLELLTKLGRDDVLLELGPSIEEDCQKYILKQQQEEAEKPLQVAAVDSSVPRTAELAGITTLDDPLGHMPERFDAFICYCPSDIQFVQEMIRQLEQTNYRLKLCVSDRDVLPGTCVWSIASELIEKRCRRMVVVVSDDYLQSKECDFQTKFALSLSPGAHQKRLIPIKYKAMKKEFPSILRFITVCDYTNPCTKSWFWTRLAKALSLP
# DTT redox prof: compounds producing H2O2 with reducing agent – biochemical, NIH compound library profiling, artefact control for MLSCN library redox annotation, primary screen; DTT-dependent redox cycling H2O2, phenol red/HRP absorbance; 100% = 100 µM peroxide control, 0% = buffer; activation, % at 10 µM; hit rate 0.03% among 200,000;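 active = activation of at least 50% relative to the plate's high and low controls in the primary single-dose screen; inactive = activation below 50%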;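 also: compound incubated with DTT at 0.8 mM final as the reducing agent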
# bIAP inhibitor: blocks bovine intestinal alkaline phosphatase activity; purified bovine IAP, CDP-star luminescence, 30 min; inhibition, % at 20 µM; 190,000 tested, under 10 active; AID 1019;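 active = over 50% inhibition of intestinal alkaline phosphatase at 20 µM in the single-dose screen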
#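 test system = bovine IAP enzyme | medium = DEA buffer 100 mM, pH 9.8, with MgCl2 1.0 mM, ZnCl2 0.02 mM | detection = luminescence | dosing = single compound dose of 20 µM, 2% DMSO final | incubation = 30 min reaction at room temperature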
# PPARg SRC-1 ag: agonists of human PPARgamma SRC-1 coactivator recruitment. P37231. PPARgamma-SRC-1 coactivator recruitment biochemical assay. activation, % at 8 µM. hit rate 0.41% among 200,000. AID 631; in the data active = activation above about 19%;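 also: 0% = DMSO and 100% = reference agonist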
# PPARg SRC2 recr: agonists of SRC-2 recruitment by human PPARgamma. activation, % at 8 µM. hit rate 0.34% among 200,000. P37231. PPARgamma LBD-SRC-2 recruitment, biochemical. AID 1032; in the data active = activation above about 22%;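 also: 0% = vehicle and 100% = reference agonist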
# S1P3 antag: blocks the human S1P3 receptor. hit rate 0.27% among 170,000. inhibition, % at 4.98 µM. CHO S1P3 NFAT-BLA reporter, FRET fluorescence, antagonist mode;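 active = inhibition above the plate cutoff, the mean inhibition of test wells on that plate plus 3 SD, cut at about 28% in these data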;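 also: cells challenged with S1P at its EC80 of 0.8 µM; blue over green emission ratio from cleaved BLA substrate after 4 h stimulation; 0% = S1P-stimulated wells and 100% = unstimulated DMSO-only wells; some compounds past the cut are filed as inactive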
# The depositor's hits bear a star; x = no result given.
SMILES,ROMK primary,PPARg SRC3 recr,TR-FRET SRC-2 ct,L major viab,bIAP act,TLR4 MyD88 comp,DTT redox prof,bIAP inhibitor,PPARg SRC-1 ag,PPARg SRC2 recr,S1P3 antag
CCOC(=O)C1CCN(C(=O)COc2cc(C)c(Br)c(C)c2)CC1,x,1,1612,6,1,-5,-4.5,0,3,6,25
O=[N+]([O-])c1ccc2c(c1)C=C1CCCCC1(N1CCCCC1)O2 (stereo not drawn),0.28,-1,1601,-6,1.1,6,-0.6,-6,5,4,-11
CCOc1cnn(-c2cc(Oc3ccc(C)cc3)ncn2)c(=O)c1Cl,1.7,9,1466,-2,1,8,0.1,-1,3,4,x
O=C(C1CCN(S(=O)(=O)c2cccs2)CC1)N1CCN(Cc2ccccc2)CC1,-1.1,-4,1384,8,1.2,-8,-2.1,-21,-1,-6,-11
O=S(=O)(c1c(F)cccc1F)N1CCN(C(=S)NCc2ccc3c(c2)OCO3)CC1,2.1,3,1528,29,0.9,-9,0.0,12,-1,-2,-20
Cc1ccn(CCSCC(=O)O)n1,x,4,1587,0,0.8,-12,2.2,18,2,9,-21
C(#CC12CC3CC(CC(C3)C1)C2)CN1CCOCC1,-0.57,-3,1522,7,1,1,-2.0,-1,0,-1,-15
Cc1cc(N2CCCN(C)CC2)nc2cc(Cl)ccc12,x,0,1701,80*,1,3,-0.7,0,-5,-2,15
COc1cccc(Nc2nnc(SCc3cc([N+](=O)[O-])cc4c3OCOC4)s2)c1,0.086,5,1852,10,0.7,-4,-0.1,29,9,10,x
Cc1oc(-c2ccccc2Cl)nc1CSCC(=O)NC1CCCC1,-0.95,-5,1408,0,1,-1,0.0,1,-2,3,x
COc1ccc(-c2cn3cccnc3n2)cc1NC(=O)C1CCCC1,x,6,1538,0,1,2,-0.5,2,6,2,x
CCOC(=O)C1=C(C)NC2=C(C(=O)c3ccccc32)C1c1cccnc1 (stereo not drawn),-0.065,13,1304,82*,1,2,1.0,3,-5,-11,-46
CCCC(CCC)C(=O)NNc1cc(=O)c2c(=O)n(C)c(=O)n(C)c2[nH]1,0.71,3,1624,-5,0.9,7,-8.2,7,2,5,x
COc1ccccc1OCC(=O)Nc1oc(-c2ccccc2)c(-c2ccccc2)c1C#N,x,-3,1709,-3,0.9,3,3.3,8,0,5,6
CCCNC(=O)C(Sc1ccccc1)c1ccccc1 (stereo not drawn),x,-2,1549,-2,1.2,-2,-0.1,-22,-3,-7,7
Cc1cccc(C)c1NC(=O)CSc1nnc(-c2ccoc2C)n1CCc1ccccc1,-1.4,10,1693,9,1.1,7,-0.4,-8,9,4,4
Cc1ccc2cc(CN(Cc3ccc4c(c3)OCO4)Cc3nnnn3Cc3ccco3)c(=O)[nH]c2c1C,-4.2*,3,1571,68*,1,0,-0.3,-3,9,5,24
O=C(c1cccc([N+](=O)[O-])c1)n1nc(-c2ccccc2)nc1NCc1ccccc1,x,-1,1652,-4,0.8,7,0.5,23,-7,6,-4
CN(Cc1cccs1)C(=O)CSc1nnnn1C,x,0,1538,-1,0.9,-6,1.2,10,0,-2,x
CCCOc1ccc(/C=N/NC(=O)CSCc2ccc([N+](=O)[O-])cc2)cc1OCC,x,-2,1532,14,0.6,-12,-0.3,38,1,1,-1
O=C(NCC(=O)N(Cc1ccc(F)cc1)C(C(=O)NC1CCCC1)c1ccco1)c1ccco1 (stereo not drawn),x,9,1538,21,1,-2,2.1,-3,4,8,10
O=C(COc1cccnc1[N+](=O)[O-])N1N=C(c2ccc(Cl)cc2)CC1c1ccco1 (stereo not drawn),1.1,-4,1558,12,0.9,-4,-0.1,12,2,-4,-4
C#CCNc1c2c(nc3nnnn13)CCCC2,0.11,10,1629,-4,1.1,-17,-0.4,-13,4,14,5
COc1ccc(-c2cc(C(=O)Nc3ccccc3O)c3ccccc3n2)cc1OC,-0.19,4,1563,-5,1.1,1,-0.6,-6,-5,1,-4
Cc1cc(N2CCCC2)nc(SCC(=O)c2ccccc2)n1,x,-7,1495,4,0.9,-16,1.1,9,-2,-11,x
NC(=O)C(=O)N/N=C/c1c[nH]c2ccc(Br)cc12,0.66,2,1562,22,1.1,0,-0.3,-12,-1,2,-18
COc1ccc(C(c2nnnn2CC2CCCO2)N2CCN(c3cccc(C)c3C)CC2)cc1 (stereo not drawn),x,1,1591,37,1,-13,-0.8,-2,6,7,24
N#CC(C#N)=NNc1ccc(S(=O)(=O)N2CCCC2)cc1,x,1,1646,-5,1,-1,0.6,4,-2,12,5
Cc1cc(C)nc(SCc2ccc(C(=O)O)o2)n1,x,-2,1629,-4,0.9,5,-1.4,5,-4,-4,8
CCOc1ccc(NC(=O)N(C2CCCCC2)C2CCN(C(C)=O)CC2)cc1,x,-12,1426,-4,x,19,-0.9,x,-1,-7,-14
C/C(Cl)=C/CN1C(=O)C2C3C=CC(C3)C2C1=O (stereo not drawn),0.41,6,1525,2,0.8,-2,-0.5,15,2,8,x
Cc1ccc(C2=[N+]([O-])C3(CCCCC/C3=N\NC(N)=S)N(O)C2(C)C)o1 (stereo not drawn),-0.072,1,1587,-5,0.9,1,0.4,10,1,9,x
COCCCNC(=O)c1cccc(C(=O)NCCCOC)c1,0.57,-5,1498,-3,1,-1,0.0,4,7,2,12
Cc1cc(C)c2c(N)c(C(=O)c3cccc(Cl)c3)sc2n1,x,-3,1494,100*,0.9,5,1.1,14,-3,2,5
Cc1cc2n(n1)SC(Nc1cc(Cl)ccc1Cl)N2 (stereo not drawn),x,2,1380,29,0.9,0,2.3,8,2,1,x
Oc1c(C(Nc2nccs2)c2ccc(C(F)(F)F)cc2)ccc2cccnc12 (stereo not drawn),1.1,4,1558,100*,1.2,3,0.2,-24,8,0,5

# Some of the entries above, reformatted.
# The line under a structure holds: ROMK primary | PPARg SRC3 recr | TR-FRET SRC-2 ct | L major viab | bIAP act | TLR4 MyD88 comp | DTT redox prof | bIAP inhibitor | PPARg SRC-1 ag | PPARg SRC2 recr | S1P3 antag
- O=[N+]([O-])c1ccc2c(c1)C=C1CCCCC1(N1CCCCC1)O2 (stereo not drawn)
 : 0.28 | -1 | 1601 | -6 | 1.1 | 6 | -0.6 | -6 | 5 | 4 | -11
- CCOc1cnn(-c2cc(Oc3ccc(C)cc3)ncn2)c(=O)c1Cl
 : 1.7 | 9 | 1466 | -2 | 1 | 8 | 0.1 | -1 | 3 | 4 | x

# Single records, from the list above:
# `Oc1c(C(Nc2nccs2)c2ccc(C(F)(F)F)cc2)ccc2cccnc12` (stereo not drawn) as listed: ROMK primary: 1.1; PPARg SRC3 recr: 4; TR-FRET SRC-2 ct: 1558; L major viab: 100*; bIAP act: 1.2; TLR4 MyD88 comp: 3; DTT redox prof: 0.2; bIAP inhibitor: -24; PPARg SRC-1 ag: 8; PPARg SRC2 recr: 0; S1P3 antag: 5
# `COCCCNC(=O)c1cccc(C(=O)NCCCOC)c1` as listed: ROMK primary: 0.57; PPARg SRC3 recr: -5; TR-FRET SRC-2 ct: 1498; L major viab: -3; bIAP act: 1; TLR4 MyD88 comp: -1; DTT redox prof: 0.0; bIAP inhibitor: 4; PPARg SRC-1 ag: 7; PPARg SRC2 recr: 2; S1P3 antag: 12

# (cont.)
SMILES,ROMK primary,PPARg SRC3 recr,TR-FRET SRC-2 ct,L major viab,bIAP act,TLR4 MyD88 comp,DTT redox prof,bIAP inhibitor,PPARg SRC-1 ag,PPARg SRC2 recr,S1P3 antag
CCn1c(=O)cc(OCC(=O)NCCCN2CC(C)CC(C)C2)c2ccccc21 (stereo not drawn),x,1,1387,-4,1,-1,0.3,-1,-2,-1,-10
Cc1cc([N+](=O)[O-])nn1CCCC(=O)N1CCN(c2ccccc2)CC1,0.0069,4,1549,41,1,3,-0.3,4,-4,5,-5
CCCOc1ccc(C(=O)NNC(=S)NC(=O)c2cc(-c3ccccc3)nc3ccccc23)cc1,x,-7,1467,-13,1,4,14,-5,-5,3,x
CCOc1ccc(-c2nc(N)ncc2Oc2cccc(OC)c2)c(O)c1,1.1,-1,1476,36,0.8,-13,0.2,21,-2,-3,x
Cc1onc(-c2ccccc2)c1C(=O)Nc1ccc2c(c1)OCO2,-0.13,-9,1463,11,0.9,-1,0.1,10,3,0,-10
C=CCSC1=C(C#N)C(c2ccc(OCC)cc2)CC(=O)N1 (stereo not drawn),x,-1,1427,0,0.9,-10,-0.6,14,1,2,1
O=C1CCCCCC1C1(O)C(=O)Nc2ccc(Br)cc21 (stereo not drawn),0.49,9,1392,-5,0.9,-11,1.8,7,-3,0,1
CCSc1nnc(N(CCC#N)CCC#N)s1,-5*,9,1485,-1,1,-19,-3.9,2,3,5,x
Cc1nnc(NC(=O)CCSc2ccc(Cl)cc2)s1,0.51,-2,1184,1,1,5,0.0,2,-11,0,-4

# Records listed above that bear a hit mark in ROMK primary.
canonical_smiles | ROMK primary | PPARg SRC3 recr | bIAP act | TLR4 MyD88 comp | DTT redox prof | bIAP inhibitor | PPARg SRC-1 ag | PPARg SRC2 recr | S1P3 antag
Cc1ccc2cc(CN(Cc3ccc4c(c3)OCO4)Cc3nnnn3Cc3ccco3)c(=O)[nH]c2c1C | -4.2* | 3 | 1 | 0 | -0.3 | -3 | 9 | 5 | 24
CCSc1nnc(N(CCC#N)CCC#N)s1 | -5* | 9 | 1 | -19 | -3.9 | 2 | 3 | 5 | x

# High-throughput results from PubChem BioAssay.
